Bioassay records from PubChem.
L3MBTL1 block – L3MBTL1 (human) inhibition | AID 485360 | Potency, µM (titrated, usually from 57.1 µM), inactives show at the top dose activity, negative = inhibition, most hits filed as inhibitors | 230,000 compounds, 0.66% hits | Q9Y468 | AlphaScreen L3MBTL1–H3K9me1 peptide binding; further: on the % scale 0 is the no-effect control and ±100 the full control effect; nearly all actives have a fitted effect of over 60% in size
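Displacement of a biotinylated histone H3(1-15) peptide monomethylated at Lys9 (75 nM) from L3MBTL1 (50 nM) was measured by AlphaScreen after a 30 min room-temperature compound incubation; cefsulodin titration served as intraplate control.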
Tau fluor counter – counter-screen for tau fibril formation inhibitors; Potency, µM (doses to about 57.7 µM), without a hit: at the top dose activity change, negative = decrease; 280,000 compounds, 0.93% hits; tau K18 P301L Alexa594 fluorescence, heparin fibrillization; further: on the % scale 0 is the no-effect control and ±100 the full control effect; nearly all actives have a fitted effect of over 55% in size
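Human tau K18 P301L (15 uM unlabeled, 0.24 uM Alexa 594-labeled) in 100 mM sodium acetate pH 7 with 20 uM heparin, 6 hr at 37 C. ThT 30 uM added, 1 hr ambient; Alexa 594 FP and total fluorescence read at 555/632 nm.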
Tau ThT inhib – inhibitors of human tau fibril formation, thioflavin T binding; recombinant tau K18 P301L (four-repeat tau fragment), heparin-induced fibrillization, ThT fluorescence; AID 1460; Potency, µM (titrated, usually from 57.4 µM), inactives show at the top dose activity, negative = inhibition, usual class: inhibitors; 270,000 compounds, 2.1% hits; P10636; further: on the % scale 0 is the no-effect control and ±100 the full control effect; nearly all actives have a fitted effect of over 55% in size
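Heparin-induced fibrillization of the P301L-mutant K18 repeat-domain fragment of human tau was followed by ThT binding in quantitative high-throughput format.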
Tau FP inhib – blocks human tau fibril formation measured by polarization; AID 1468; K18 P301L tau heparin fibrillization, Alexa594 FP, 6 h; P10636; 280,000 compounds, 0.39% hits; Potency, µM (titrated, usually from 57.7 µM), for inactives: top-dose activity, negative = inhibition, most hits filed as inhibitors; further: on the % scale 0 is the no-effect control and ±100 the full control effect; nearly all actives have a fitted effect of over 55% in size
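Read-out: fluorescence polarization of Alexa 594-labeled tau (0.24 uM), 555 nm excitation, 632 nm emission. Mixtures held 15 uM unlabeled K18 P301L, compound and 20 uM heparin, pH 7 acetate buffer, incubated 6 hr at 37 C.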
TRb-SRC2 inh – TRbeta-SRC2 interaction inhibition; P10828; AID 1469; 280,000 compounds, 0.065% hits; Potency, µM (highest dose often 106 µM), for inactives: at the top dose activity change, negative = inhibition, actives largely listed as inhibitors; TRbeta-SRC2 peptide binding, fluorescence polarization; receptor liganded with 1 µM T3;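 further: plate controls were bound peptide for no effect and peptide without receptor for full effect; nearly all actives have a fitted effect of over 50% in size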
Target sequence (P10828 whole entry, looked up): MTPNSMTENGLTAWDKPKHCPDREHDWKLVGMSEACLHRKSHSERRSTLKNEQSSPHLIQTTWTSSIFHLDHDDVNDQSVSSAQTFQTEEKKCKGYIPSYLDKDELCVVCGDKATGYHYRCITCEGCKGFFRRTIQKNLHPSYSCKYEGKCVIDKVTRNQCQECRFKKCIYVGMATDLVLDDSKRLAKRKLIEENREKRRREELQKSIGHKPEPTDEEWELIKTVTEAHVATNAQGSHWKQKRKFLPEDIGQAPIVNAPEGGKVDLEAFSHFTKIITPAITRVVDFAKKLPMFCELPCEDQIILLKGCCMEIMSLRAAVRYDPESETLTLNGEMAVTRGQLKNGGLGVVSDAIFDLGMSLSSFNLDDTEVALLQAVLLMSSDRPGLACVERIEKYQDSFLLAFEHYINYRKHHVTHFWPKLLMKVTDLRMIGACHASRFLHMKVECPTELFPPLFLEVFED
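Human TRb ligand-binding domain (0.6 uM) is mixed with 20 nM Texas Red SRC2 peptide and 1 uM T3; after compound addition and 5 hr at ambient temperature, polarization is measured and normalized to unbound and bound controls.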
HTT ATP protect – cytoprotection in Huntington HTT-Q103 PC12 cell model; 230,000 compounds, 0.14% hits; Potency, µM (top dose mostly 56.4 µM), for the others: cytoprotection (ATP increase), actives largely listed as activators; PC12 HTT-Q103 induced, cytoprotection, ATP luminescence, 40 h; AID 1471;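 further: % of control where 0% means no effect; nearly all actives have a fitted effect of over 45% in size; toxic huntingtin expression switched on by the ecdysone agonist tebufenozide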
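Compounds were screened for protection of PC12 cells against cell death after tebufenozide induction (100 nM final) of mutant Huntingtin exon 1 (Q103) fused to GFP.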
TexasRed fluor – Texas Red fluorescence interference in TRb-SRC2 counter-screen; Potency, µM (highest dose often 106 µM), without a hit: at the highest dose fluorescence change, negative = quenching; AID 1479; 280,000 compounds, 0.29% hits; TRb/SRC2 Texas Red total fluorescence interference; active means well fitted curve in either direction with a large enough effect; inconclusive means small, poorly fitted or top-dose-only effect; further: on the % scale 0 is the no-effect control and ±100 the full control effect
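Human TRb ligand-binding domain at 0.6 uM with 20 nM Texas Red SRC2 peptide in Tris buffer containing 1 uM T3 and 5% DMSO, incubated with compound 5 h at ambient temperature. Total fluorescence (555/632 nm) calculated as parallel + 2 × perpendicular.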
RECQ1 helicase – blocks DNA unwinding by human RECQ1; P46063; RECQ1 DNA unwinding, red fluorescence kinetic read; Potency, µM (top dose mostly 57.3 µM), inactives show at the top dose activity, negative = inhibition, usual class: inhibitors; 240,000 compounds, 0.54% hits;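 further: plate controls were vehicle for no effect and no enzyme for full effect; nearly all actives have a fitted effect of over 30% in size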
Target sequence (P46063 whole entry, looked up): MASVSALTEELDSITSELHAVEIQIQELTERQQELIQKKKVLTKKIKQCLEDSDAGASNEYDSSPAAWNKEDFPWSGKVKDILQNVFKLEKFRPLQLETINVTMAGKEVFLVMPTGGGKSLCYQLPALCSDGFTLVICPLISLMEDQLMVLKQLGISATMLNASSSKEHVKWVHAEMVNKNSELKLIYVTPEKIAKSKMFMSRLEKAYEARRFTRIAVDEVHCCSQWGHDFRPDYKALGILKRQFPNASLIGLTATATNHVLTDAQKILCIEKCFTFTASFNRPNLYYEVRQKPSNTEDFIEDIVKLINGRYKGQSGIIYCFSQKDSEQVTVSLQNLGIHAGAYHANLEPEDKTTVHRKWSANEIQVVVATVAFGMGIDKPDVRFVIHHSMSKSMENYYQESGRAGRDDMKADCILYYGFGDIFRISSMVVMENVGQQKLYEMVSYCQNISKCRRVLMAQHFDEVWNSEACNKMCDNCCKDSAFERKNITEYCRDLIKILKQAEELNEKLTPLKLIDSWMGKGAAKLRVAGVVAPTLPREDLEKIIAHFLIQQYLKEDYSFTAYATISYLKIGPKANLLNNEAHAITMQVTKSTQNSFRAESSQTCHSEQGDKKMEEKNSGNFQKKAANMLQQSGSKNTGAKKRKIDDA
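50 nM RECQ1T1 preincubated 15 min with compound in Tris pH 8.0 buffer with MgCl2, DTT, Tween-20 and 2.5 ug/ml poly(dI-dC); started with 200 nM TAMRA/BHQ-2 forked duplex and 2 mM ATP. Unwinding read as fluorescence (525/598 nm), two reads 2 h apart.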
* = called active by the depositor; i = inactive; ? = inconclusive; / = not tested or not shown; & = joins results of further samples; [ ] = another dose, or the depositor's remark. Unless noted, the call rests on the fitted dose curve; in most records, active means well fitted curve in the direction sought with a large enough effect; inconclusive means small, poorly fitted or top-dose-only effect, or another doubt; inactive means no such curve, though single readings can be large; an effect the other way counts as inactive or inconclusive. Potency means the concentration at half of the fitted maximal effect. A portion of the library; the hit share may differ from the screen's.

Below each compound: L3MBTL1 block, Tau fluor counter, Tau ThT inhib, Tau FP inhib, TRb-SRC2 inh, HTT ATP protect, TexasRed fluor, RECQ1 helicase
OC1(c2ccccc2F)CC2CCC(C1)N2CCN1CCOCC1 (configuration not stated)
→ 4.1%, 3.9%, 5.9%, -5.3%, 3.6%, -8.2%, -1.6%, -2.1%
O=C(Cn1c(=O)oc2cc(S(=O)(=O)N3CCCC3)ccc21)Nc1cccc(C(F)(F)F)c1
→ 51.0%, -23.5%, 1.1%, ?, -23.2%, -65.5%[inhibitor], -2.1%, 6.9%
CC(C)c1ccc(N=Cc2c(O)n(C3CC3)c(=S)[nH]c2=O)cc1
→ -1.6%, -2.6%, ?, -9.0%, -4.7%, -6.8%[10 µM], -0.1%, -1.8%
CN(C)c1ccc(CN2CC=C(c3ccc(F)cc3)CC2)cc1
→ -16.1%, -5.0%, -6.4%, 6.6%, -18.1%, -1.0%, -2.2%, -13.2%
CCCCOCCOP(=O)(OCCOCCCC)OCCOCCCC
→ /, /, /, /, 3.0%[201 µM], 10.1%, -1.3%[201 µM], -2.6%
Cc1ccccc1C1=NCC(=O)N(CC(=O)N2CCCCC2)c2sc(C)c(C)c21
→ 1.6%, -10.8%, -20.1%, 1.5%, -1.1%, -13.6%[10 µM], -5.2%, -6.7%
O=C(N/N=C/c1c(O)n(-c2ccccc2)c(=S)[nH]c1=O)c1ccccc1
→ /, 14.7%[0.0958 µM], /, 4.4%[0.0958 µM], -2.2%, -4.6%[10 µM], -2.0%, -2.2%
Cc1ccc(Cl)c2sc(NC(=O)c3ccc(S(=O)(=O)N4CCCC4)cc3)nc12
→ /, ?, -5.2%, ?, 1.7%, /, -2.7%, /
NC(CCCCCP(=O)(O)O)C(=O)O (configuration not stated)
→ /, -7.8%, 0.6%, -7.1%, -12.3%, /, ?, i
O=C(NC(Cc1ccccc1)C(=O)N1CCC2(CC1)OCCO2)C1CCCCC1 (configuration not stated)
→ 2.7%, 0.8%, -1.2%, 6.6%, -7.9%, 19.4%, -1.2%, -11.8%
CC(=NCC1CCCO1)c1c(O)n(-c2ccc(Cl)cc2)c(=O)[nH]c1=O (configuration not stated)
→ /, -8.3%, -10.0%, -2.6%, -8.4%, -8.9%, -1.1%, 16.1%
Cc1ccc(-c2nc(N3CCOCC3)s[n+]2-c2ccccc2)cc1
→ 3.9%, -11.2%, ?, 0.0%, -6.9%, /, -2.6%, -2.7%
CC(=NCCN1CCOCC1)c1c(O)n(C2CCCCC2)c(=O)[nH]c1=O
→ 3.9%, -4.2%, -2.4%, 1.0%, -1.0%, -15.6%, -1.5%, -4.3%
Cc1ccc(C2N(c3cc(C)on3)C(=O)C3CCCN32)cc1 (configuration not stated)
→ 5.6%, -9.4%, -8.4%, -8.6%, -4.1%, -12.4%, 2.5%, 12.2%
COc1ccccc1Cn1c(SCC#N)nc2cc(C(=O)N3CCC4(CC3)OCCO4)ccc2c1=O
→ /, -8.6%, -6.8%, 5.3%, -5.4%, -24.9%, -3.5%, -1.7%
COC(=O)CN1C(=O)C2(C(C(=O)OC)=C(N)Oc3ccccc32)C2=C1CC(C)(C)CC2=O (configuration not stated)
→ /, -5.0%, -11.1%, -1.7%, -12.8%, -1.0%, -1.1%, -9.3%
CCOC(=O)c1c(/N=C/C2C(=O)NC(=S)NC2=O)sc(C)c1C
→ -9.0%, -1.0%, -17.0%, -2.6%, 3.7%, /, 5.2%, -22.3%
O=C(Cn1ncc2c3ccccc3n(Cc3ccccc3F)c2c1=O)N1CCC2(CC1)OCCO2
→ 4.7%, -1.1%, -6.6%, -0.1%, 5.9%, 4.5%, 3.8%, -2.9%
CN1CCN(C(=S)SCC(=O)Nc2ccc(Cl)cc2C(=O)c2ccccc2)CC1
→ -12.0%, -3.5%, -0.2%, 4.3%, 1.3%, /, 2.6%, 2.7%
Cc1ccc(-n2c(O)c(C=Nc3ccccc3N)c(=O)[nH]c2=O)cc1C
→ -1.5%, -3.4%, ?, 2.7%, 2.0%, -10.9%[0.074 µM], 1.4%, -2.6%
C=C1C2C[C@]3(C4CC5[C@@]6(C)CC[C@H](O)[C@@]5(C3CC2=O)C4[N+]([O-])(CC)C6)[C@@H]1O (some centres not stated)
→ /, -6.9%, -6.7%, 0.7%, 0.4%, -19.3%, -0.2%, -4.8%
Cc1nn(Cc2ccccc2)c(Cl)c1C(=O)OCC(=O)Nc1cccc2ccccc12
→ 8.5%, -13.3%, -6.0%, -8.2%, -2.7%, 2.7%[1.9 µM], 2.8%, -5.6%
COc1cc(C(=O)N/N=C/C23CC[C@@H](O)CC2(O)CC[C@@H]2[C@@H]3CCC3(C)C(C4=CC(=O)OC4)CCC23O)ccc1O (some centres not stated)
→ /, -5.6%, /, -4.7%, -1.5%, 24.0%[10 µM], -1.6%, 19.5%
O=c1cccc2n1CC1CC2CN2CCCCC12 (configuration not stated)
→ /, -1.1%, 2.9%, -0.9%, 3.3%, /, 0.0%, -11.5%
CN(C)CC#CCC(O)(c1ccccc1)C1CCCC1 (configuration not stated)
→ /, -5.7%, -7.1%, -5.8%, -5.1%, -2.6%, 0.2%, i
CCN(CC)C(=O)N[C@H]1C=C2c3cccc4[nH]cc(c34)C[C@@H]2N(C)C1
→ /, /, /, /, -0.2%[53 µM], 11.9%[40.3 µM], -0.7%[53 µM], -5.8%[25.9 µM]
CN=C(SCc1ccccc1)c1c(O)n(C)c(=O)n(C)c1=O
→ -2.8%, -6.9%, -7.8%, -11.5%, 4.8%, 2.2%[0.074 µM], -3.9%, -4.3%
CCCc1nnc(NC(=O)CCC(=O)N2CCC3(CC2)OCCO3)s1
→ -0.6%, 4.4%, -1.1%, 8.2%, 1.6%, -7.9%[10 µM], -1.3%, i
COc1ccc(-n2c(O)c(C(C)=NCCCn3ccnc3)c(=O)[nH]c2=O)cc1
→ 1.5%, -2.6%, -1.7%, -11.0%, -0.7%, -7.0%, -1.6%, -12.2%
O=C(c1ccc(CS(=O)(=O)c2ccccc2)o1)N1CCC2(CC1)OCCO2
→ ?, -4.4%, -9.7%, -7.2%, -27.7%, -2.4%[0.074 µM], -4.8%, ?
CCN(CC)C(=O)c1ccc(NC(=O)COc2ccccc2F)cc1
→ /, -12.4%, -10.7%, 2.3%, -3.3%, -21.0%, -2.0%, -1.6%
CCOC(=O)c1ncn2c1[C@@H]1CCCN1C(=O)c1cc(OC)ccc1-2
→ /, -1.9%, -2.9%, -0.1%, -5.7%, /, -3.5%, -13.7%
COc1cc2c(cc1OC)-c1c(OC)c(OC)c(CO)c3c1C(C2)N(C)CC3 (configuration not stated)
→ /, -3.4%, -2.6%, -3.3%, -2.7%, -19.1%[1.9 µM], -2.8%, i
Cc1ccccc1-n1c(O)c(/C=N/c2nccs2)c(=O)[nH]c1=O
→ 42.1%[activator], -6.8%&0.1%, -11.4%&16.5%, 0.3%&4.6%, -2.8%&-3.6%, -20.0%, 2.6%&-7.9%, -4.6%&8.4%
C=CCn1c(O)c(C=NCCCn2ccnc2)c(=O)[nH]c1=O
→ 46.7%[activator], -16.9%, -15.8%, -0.2%, -1.3%, 8.7%[10 µM], -1.7%, -2.8%
C=CCn1c(O)c(C(C)=NCCC(c2ccccc2)c2ccccc2)c(=O)[nH]c1=O
→ 1.3%, -3.8%, -9.1%, 1.6%, 5.4%, 9.7%[10 µM], -0.8%, 1.5%
COc1ccc(C(=O)C2CCCN(Cc3ccc(C)s3)C2)c(OC)c1 (configuration not stated)
→ -14.1%, -6.2%, -7.9%, 8.8%, -2.7%, 24.1%[10 µM], -3.4%, -11.8%
COc1ccc(OC)c(NC2=NCCS2)c1
→ -2.4%, 3.8%, 3.4%, 10.0%, -5.0%, -5.3%[10 µM], -6.1%, i
c1ccc2nc(N3CCNCC3)ccc2c1
→ 8.8%, -3.0%&-1.8%&-8.0%&-2.1%, -4.5%&2.6%&-15.2%&-7.6%, 2.5%&-2.1%&2.2%&3.8%, -4.7%, -88.5%[inhibitor], -3.3%, -12.2%
COc1ccc(C2=C(C(C)=O)Sc3nnc(-c4ccc(C)cc4)n3N2C(C)=O)cc1OC
→ /, ?, ?, -14.6%, 11.3%, /, -3.2%, /
Cn1c[n+](C)cc1C(O)c1ccccc1 (configuration not stated)
→ 18.5%&4.6%, 10.6%&4.9%, 8.3%&1.2%, 3.6%&9.3%, 0.1%&-6.1%, -12.3%&4.0%, -4.8%&-1.9%, -2.7%
O=[N+]([O-])c1cccc(CN2CCN(Cc3ccc(Br)cc3)CC2)c1
→ -18.7%, -9.7%, -14.1%, 6.9%, -2.0%, 13.7%[10 µM], -1.4%, i
COc1ccc(C2SCC(=O)Nc3c2c(C)nn3C2CCOC(C)(C)C2)cc1 (configuration not stated)
→ -6.0%, 1.6%, -1.3%, 2.1%, -2.1%, -1.6%, 1.9%, 0.6%
CC(C)c1ccc(N=Nc2c(O)[nH]c(=O)[nH]c2=O)cc1
→ /, -9.6%, /, -8.3%, -5.9%, -28.4%[10 µM], -3.1%, -13.7%
COc1ccc(NC(=O)CN2C(=O)CN=C(c3ccccc3)c3ccccc32)c(OC)c1
→ /, -4.7%, -9.0%, 6.6%, -5.5%, /, -4.1%, /
Cc1c(N=Nc2c(O)n(-c3ccc(Br)cc3)c(=O)[nH]c2=O)c(=O)n(-c2ccccc2)n1C
→ ?, -15.9%, ?, -6.7%, 1.7%, 3.6%[10 µM], -1.5%, -2.5%
O=C(Nc1nnc(SCc2ccccc2Cl)s1)C1COc2ccccc2O1 (configuration not stated)
→ /, ?, ?, -11.9%, -2.6%, -6.7%, -4.1%, -17.1%
C=CCn1c(O)c(C=Nc2ccc(OC)cc2C)c(=O)[nH]c1=O
→ /, -7.0%, -8.1%, 2.4%, 10.3%, -13.6%, 0.9%, 0.6%
C=CCN1C(=O)/C(=C/c2ccc3c(c2)CCCN3CCC)C(=O)NC1=S
→ -14.8%, -19.9%, ?, ?, 6.9%, 4.6%[10 µM], 10.3%, ?
